F508del corr = correctors of CFTR F508del function in bronchial epithelial cells | CFBE cells, YFP halide quenching; stimulated with forskolin plus potentiator P3; % fluorescence drop versus neutral controls | activity (quench increase), % at 7.58 µM | actives 0.36% (n = 350,000);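 active = mean added fluorescence quench of at least 8% versus neutral control, with both replicates also reaching 8%; inconclusive = only one of the mean or replicate conditions met; inactive = mean below 8% and not both replicates reaching 8%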;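 note: cells transiently co-express mutant CFTR-F508del with the halide-sensitive YFP; corrector assay measuring rescue of mutant channel to the surface after 24 h compound exposure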
RAD52 anneal inh = RAD52 (human) annealing inhibition; recombinant RAD52 DNA annealing, FRET fluorescence; P43351; actives 0.46% (n = 360,000); inhibition, % at 18.7 µM;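 active = every replicate showing at least 50% inhibition; inconclusive = mean inhibition at least 50% but not in every replicate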
INS-1E GSIS act = primary screen for activators of insulin secretion dependent on glucose, INS-1E cells, GLuc reporter luminescence; INS-1E GLuc reporter insulin secretion, 2-3 h; activation, % at 16.6 µM; actives 0.61% (n = 370,000);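 active = lowest replicate activation of at least 40%, so every replicate reaches that level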;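 note: 0% = median of neutral control wells and 100% = median of IBMX positive control wells; some compounds called inactive have numbers as strong as hits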
RAD54 branch = blocks human RAD54 Holliday junction branch migration; Q92698; FAM/BHQ fluorescence; inhibition, % at 10.4 µM; actives 0.14% (n = 360,000); AID 602329;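 active = mean normalized replicate activity at least 40 and at least half of replicates scoring 40 or more; inconclusive = only one of the two criteria met; inactive = mean below 40 and under half of replicates reaching 40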;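 note: 0% = median of neutral control wells and 100% = median of positive control wells; inhibitors cause a drop in the FAM fluorescence signal; in these data hits start at about 50%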
Target sequence (Q92698 whole entry, looked up): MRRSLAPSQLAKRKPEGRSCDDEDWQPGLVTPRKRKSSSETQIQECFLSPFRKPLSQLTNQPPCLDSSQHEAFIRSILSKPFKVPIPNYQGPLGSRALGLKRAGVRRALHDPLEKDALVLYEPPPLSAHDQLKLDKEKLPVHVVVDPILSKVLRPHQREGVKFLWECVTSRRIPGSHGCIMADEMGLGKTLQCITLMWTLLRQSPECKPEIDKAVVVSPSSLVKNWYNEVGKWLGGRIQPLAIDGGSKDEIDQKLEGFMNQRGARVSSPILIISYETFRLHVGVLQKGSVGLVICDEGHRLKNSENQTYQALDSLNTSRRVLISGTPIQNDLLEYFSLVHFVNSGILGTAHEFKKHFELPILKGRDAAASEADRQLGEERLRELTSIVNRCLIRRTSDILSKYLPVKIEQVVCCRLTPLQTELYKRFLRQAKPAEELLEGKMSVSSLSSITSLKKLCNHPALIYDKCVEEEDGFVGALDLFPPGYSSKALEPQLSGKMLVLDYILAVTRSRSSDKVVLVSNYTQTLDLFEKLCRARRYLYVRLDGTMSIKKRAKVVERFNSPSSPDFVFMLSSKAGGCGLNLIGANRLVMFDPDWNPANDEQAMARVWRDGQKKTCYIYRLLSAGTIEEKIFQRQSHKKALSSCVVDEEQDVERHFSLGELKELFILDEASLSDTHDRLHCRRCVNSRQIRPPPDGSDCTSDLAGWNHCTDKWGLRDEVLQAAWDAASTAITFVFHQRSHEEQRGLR
ARNT-TACC3 inh = disruptors of human ARNT/TACC3 interaction; Q9Y6A5; AlphaScreen His-ARNT PAS-B/GST-TACC3 binding, luminescence; TACC3 fragment carries E629A point mutation; inhibition, % at 9.99 µM; actives 0.66% (n = 390,000);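 active = mean inhibition of replicates at least 50% and at least half of replicates each reaching 50%; inconclusive = half or more replicates reach 50% but mean below 50%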;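 note: 0% = complete ARNT plus TACC3 wells and 100% = ARNT alone without TACC3; many hits fall short of the cut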
XiGFP reactiv = activators of X-chromosome reactivation in mouse fibroblasts. XiGFP mouse fibroblasts, % GFP-positive cells imaging, 3 d; cells co-treated with 5-aza-dC sensitizer; scaled so ellipticine positive control = 100%. activation, % at 7.58 µM. actives 0.055% (n = 360,000). AID 743238;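 active = mean normalized replicate activation at least 10% and every replicate at or above 10%; inconclusive = only one of the two criteria met; inactive = mean below 10% and not all replicates reach 10%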;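 note: 0% = median of on-plate neutral control wells and 100% = ellipticine 6 µM median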
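Assay system – SV40-immortalized XiGFP fibroblast cells, line 68-5-11 · Buffer or medium – DMEM supplemented with 5-aza-dC as sensitizing agent · Dosing – one concentration, pinned · Benchmarks – positive control ellipticine, 6 µM final · Times – 3 days compound exposure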
ERAP1 inh = ERAP1 (human) enzyme inhibition. recombinant ERAP1, Leu-AMC fluorescence, 60 min. actives 0.15% (n = 340,000). inhibition, % at 10.7 µM. AID 652197. Q9NZ08;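 active = mean replicate inhibition of at least 30%, or all replicates individually reaching that 30% level; inactive = mean below 30% and not every replicate reaching it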;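 note: 0% = neutral control wells and 100% = L-leucinethiol positive control wells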
esBAF inh = inhibitors of esBAF chromatin remodeling in mouse ES cells; reporter increase, % at 12.5 µM; Bmi1-luciferase knock-in reporter, 24 h; 100% = twice the neutral-well signal; actives 2% (n = 350,000); in the data active = activation above about 40%; inconclusive = no clear call, values can overlap the other calls;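 note: 0% = median of the plate's neutral control wells and 100% = double that signal; a rise in the Bmi1 reporter signal indicates esBAF inhibition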
Active calls of the source: *; ? = inconclusive; · = no result given; & = joins results of further samples.

SMILES	F508del corr	RAD52 anneal inh	INS-1E GSIS act	RAD54 branch	ARNT-TACC3 inh	XiGFP reactiv	ERAP1 inh	esBAF inh
CCCCn1c(N)c(N(CC)C(=O)CCNC(=O)NC23CC4CC(CC(C4)C2)C3)c(=O)[nH]c1=O	-1.0	-1	-18	-8	-3	0.0	2	·
C[C@H]1CN([C@@H](C)CO)C(=O)Cc2cc(NC(=O)Nc3ccccc3)ccc2O[C@H]1CN(C)C(=O)Nc1ccc(C(F)(F)F)cc1	0.3	·	-16	-5	-1	0.0	·	0
CO[C@@H]1CN(C)C(=O)c2ccc(NS(=O)(=O)c3ccccc3)cc2OC[C@H](C)N(C)C[C@H]1C	0.8	-2	0	9	-4	0.5	-1	-5
Cc1cc(N2CCN(C)CC2)nc2ccc(NC(=S)N3CCCCCC3)cc12	-0.3	52*	19	18	7	0.2	·	3
Cc1c(NC(=O)CCCN2C(=O)c3cccc4cccc(c34)C2=O)c(=O)n(-c2ccccc2)n1C	0.6	-8	7	·	-2	0.0	5	-6
C[C@@H]1CN([C@H](C)CO)C(=O)c2cc(-c3ccc(F)cc3)cnc2O[C@H]1CN(C)C(=O)c1ccccc1F	1.5	9	-15	4	-2	0.3	-2	-8
N#CCCN(Cc1ccccc1)S(=O)(=O)c1cccs1	-1.6	-14	25	-6	-25	-0.1	0	-6
Cc1cc(C)c2c(CN3CCCCC3C)cc(=O)oc2c1 (stereo not given)	-1.8	4	14	-7	·	0.1	6	2
Cc1ccc(O)c(C(CC(=O)NC2CCCCC2)c2ccccc2)c1 (stereo not given)	1.2	0	·	3	3	0.0	-1	·
CCOc1cc(/C=C/C(=O)O)ccc1OCCO	-2.0	-17	-8	·	-12	-0.1	3	·
CC(C)OCCCNC(=O)c1ccccc1Oc1ccccc1	-0.4	0	-6	5	22	·	2	0
COc1cccc(/C=N/NC(=O)Cn2nc([N+](=O)[O-])cc2C)c1	0.4	-7	0	·	-2	0.2	4	·

Single records, from the list above. Values in the order: F508del corr	RAD52 anneal inh	INS-1E GSIS act	RAD54 branch	ARNT-TACC3 inh	XiGFP reactiv	ERAP1 inh	esBAF inh
`Cc1ccc(O)c(C(CC(=O)NC2CCCCC2)c2ccccc2)c1` (stereo not given) across the screens: 1.2	0	·	3	3	0.0	-1	·
`Cc1cc(C)c2c(CN3CCCCC3C)cc(=O)oc2c1` (stereo not given) across the screens: -1.8	4	14	-7	·	0.1	6	2

New compounds follow
SMILES	F508del corr	RAD52 anneal inh	INS-1E GSIS act	RAD54 branch	ARNT-TACC3 inh	XiGFP reactiv	ERAP1 inh	esBAF inh
Cc1cc(C(=O)COc2ccc(Cl)cc2Br)c(C)n1C	-1.0	-30	-11	·	-8	0.0	-4	·
CCCNC(=O)N1CC2(CCN(S(=O)(=O)c3cccc(OC)c3)CC2)c2c(n(C)c3cc(OC)ccc23)[C@@H]1CO	4.7	-24	-5	·	·	0.1	0	·
Cc1cccc(Nc2ccc(C(=O)O)cc2[N+](=O)[O-])c1C	-0.4	-12	-16	0	44	0.1	4	0
Cc1ccc(-n2ccc(=O)c(-c3ccnc(SCc4cccc(Cl)c4)n3)n2)cc1	·	·	24	-3	0	·	·	-4
C=CCCCCCCCCC(=O)NNC1CC(=O)N(c2ccccc2)C1=O (stereo not given)	-2.6	0	·	-1	-6	0.0	-7	1
O=C1N/C(=N\N=C\c2cccs2)SC1Cc1ccc(Cl)cc1 (stereo not given)	·	-2	-1	0	-3	0.0	5	·
COc1ccc(NC(=O)C2CCCCN2S(=O)(=O)c2ccc(F)cc2)cc1 (stereo not given)	3.8	-12	-8	0	2	0.2	-2	5
CCC(=O)N(C)C[C@H]1Oc2ncc(C#Cc3ccc(OC)cc3)cc2C(=O)N([C@H](C)CO)C[C@@H]1C	-1.5	-9	-4	4	-4	-0.2	2	-6
CC(=O)Nc1ccc(-c2nnn(CC(=O)c3ccc(F)cc3)n2)cc1Cl	0.7	-58	7	3	-5	0.0	3	-4
O=C(Nc1ccc(F)cc1)Nc1ccc2c(c1)[C@@H]1C[C@H](CC(=O)N3CCOCC3)O[C@H](CO)[C@@H]1O2	-1.0	1	-10	-25	-6	-0.1	0	2
CC(C)N1CCc2c(sc(NC(=O)c3cc4cc([N+](=O)[O-])ccc4s3)c2C(N)=O)C1	-1.8	56*	11	23	7	65*	7	-34
C[C@H](CO)N1C[C@H](C)[C@@H](CN(C)Cc2ccncc2)Oc2c(NS(=O)(=O)c3cccs3)cccc2C1=O	0.1&-2.9	-16&-12	15&18	0&-16	-14&2	0.2&0.4	-5&-2	-3&-7
Nc1c(NC(=O)CC[n+]2ccccc2)cccc1[N+](=O)[O-]	-1.7	-3	·	·	-6	0.2	9	·
CC(C)NC(=O)Nc1ccc2c(c1)C(=O)N([C@H](C)CO)C[C@H](C)[C@H](CN(C)C(=O)Nc1ccc3c(c1)OCO3)O2	2.1	3	7	9	-6	-1.0	1	6
CCCC(=O)NCc1cc(-c2nn(C)c(=O)c3ccccc23)ccc1OC	0.9	-13	-1	2	25	0.1	-5	1
Cc1cc(=O)oc2cc(NC(=O)C3COc4ccccc4O3)ccc12 (stereo not given)	·	·	9	-2	2	·	·	10
Cc1ccc(C(=O)Nc2ccccc2C(=O)O)cc1NC(=O)COc1c(C)cccc1C	0.4	-5	9	-8	4	0.0	3	13
CN1[C@@H]2c3cccc(=O)n3C[C@H]1[C@H](CO)[C@H]2C(=O)NCC1CCCCC1	1.5	1	1	2	-3	0.0	0	0
O=C(NCCN1CCOCC1)C(=O)NCC1OCCN1S(=O)(=O)c1ccc(Br)cc1 (stereo not given)	-1.1	-4	-7	10	0	0.5	-1	-1
CC1=NN(C(=O)c2cccnc2)C(O)(C(F)(F)F)C1 (stereo not given)	0.1	12	0	-7	0	0.3	-2	-7
O=C(Nc1ccc(F)cc1)C(c1cc2ccccc2o1)N1CCN(C(=O)c2ccco2)CC1 (stereo not given)	-1.8	-76	-20	·	·	0.1	·	·
C[C@@H]1CCCCO[C@@H](CN(C)Cc2ccc(C(F)(F)F)cc2)[C@@H](C)CN([C@H](C)CO)C(=O)c2cc(N(C)C)ccc2O1	-3.6&0.8	-15&20	-14&-2	2&5	8	-1.1	0&1	1&-4
C=CCN(CC(=O)O)S(=O)(=O)c1ccccc1C(F)(F)F	·	-10	8	·	-6	0.0	-2	·
CC1(C)NC(=O)N(CC(=O)Nc2ccc(-c3ccccc3)cc2)C1=O	2.2	-26	-7	8	·	-0.1	0	-5
C[C@H]1CN([C@@H](C)CO)C(=O)CCCn2cc(nn2)CO[C@H]1CN(C)Cc1ccc2c(c1)OCO2	-3.3	·	-4	·	·	0.3	·	-7
O=C(c1cccc(F)c1)N1CCCCN2[C@H](CO)[C@@H](c3ccc(-c4cncnc4)cc3)[C@H]2C1	-0.2	-7	13	-8	0	0.2	-1	1
Cc1ccc(S(=O)(=O)NNC(=O)C23CCC(CC2)C3)cc1	-4.1	-2	·	-5	·	0.2	4	5
COc1cccc(CN(C)C(=O)c2cccnc2SC)c1OC	0.1	-3	14	·	3	-0.1	1	·
COc1ccc(Cl)cc1NC(=O)CN(C)C(=O)CCCNC(=O)c1ccc(Cl)cc1	-0.9	-1	-12	-11	7	0.4	1	2
COc1ccc(NC(=O)Nc2ccc3c(c2)C(=O)N([C@@H](C)CO)C[C@@H](C)[C@H](CN(C)C)O3)cc1	-1.4	3	11	-6	-9	-0.2	1	6
O=C(Cc1ccccn1)N[C@@H]1CC[C@H](CC(=O)N2CCCCC2)O[C@@H]1CO	-1.9	-4	-6	-11	5	-0.1	0	-1
NNC(=O)CN1C(=O)Nc2ccc(Cl)cc2C1c1ccccc1 (stereo not given)	-4.0	-5	-13	-1	4	0.5	-1	-2
Cc1cnc(C(=O)Nc2ccc(C)c(S(=O)(=O)N3CCCCCC3)c2)cn1	1.8	-18	9	9	2	0.0	-1	7
COc1cccc(-c2cnc3c(c2)C(=O)N([C@H](C)CO)C[C@@H](C)[C@@H](CN(C)Cc2ccccc2)O3)c1	1.8	3	-1	-3	2	-1.2	0	-1
Cc1ccc(CN(C(=O)c2csnn2)C(C(=O)NC2CCCC2)c2ccccn2)cc1 (stereo not given)	-0.9	0	-9	-1	-4	0.1	2	-4
CCOC(=O)C(NC(=O)c1cccnc1)(Nc1cccc(C)n1)C(F)(F)F (stereo not given)	·	·	11	6	-4	·	·	-7
CCc1ccc(OCCCC(=O)O)c(Br)c1	-0.3	-18	5	4	1	·	3	-4
COC(=O)c1ccc(C(=O)N(CCN(C)C)c2nc3c(Cl)cccc3s2)cc1	-0.3	17	7	·	0	0.0	-2	·
Cc1ccc(S(=O)(=O)Oc2ccc(/C=N/NC(=O)c3nn(C)cc3[N+](=O)[O-])cc2)cc1	-0.5	-10	·	·	-1	0.1	1	0
CCSc1nnc(NC(=O)CN(C)S(=O)(=O)c2ccc(F)cc2)s1	1.4	-5	4	-9	-2	·	1	-1
CCN(CC)Cc1cc(C(=O)O)c(-c2ccccc2)o1	0.0	-23	22	·	16	0.4	-2	-4
COc1ccc(NC(=O)N(C)C[C@H]2OCCCC[C@@H](C)Oc3ccc(NS(=O)(=O)c4cccs4)cc3C(=O)N([C@@H](C)CO)C[C@@H]2C)cc1	2.8	-34	6	·	·	-0.2	-1	·
Cc1c(N2CCCC2)cc2c(c1N)C(C)(C)CC2(C)C	-5.6	-29	-10	0	4	0.0	3	-3
COc1cc(CNCCO)cc(Br)c1OCc1ccccc1	-1.3	-11	8	·	-4	0.1	-1	·
CC(=O)C1=C(O)C(=O)N(Cc2ccccc2)C1c1ccc(Br)cc1 (stereo not given)	0.3	-1	2	-6	-3	0.2	2	-2
Cc1nnc2c(NCCc3ccccc3)nc3ccccc3n12	1.5	0	12	-2	3	0.0	0	-7
COc1ccc(NC(=O)Nc2ccc3c(c2)C(=O)N([C@@H](C)CO)C[C@H](C)[C@@H](CN(C)S(=O)(=O)c2ccc(OC)cc2)O3)cc1	0.1	-7	3	4	6	?	3	-4
C[C@@H]1CN([C@@H](C)CO)C(=O)c2cc(-c3ccccc3F)cnc2O[C@H]1CN(C)Cc1ccc(F)cc1	-0.5	1	11	2	·	-0.1	0	-1
CCCCCC/C=C/c1ccc(OC)c([C@H]2[C@H]3C=CC[C@@H](C)[C@@H]3C(=O)N2Cc2ccccc2)c1	-3.8	-9	-21	1	3	0.2	1	-2
CCOC(=O)C1=C(C)NC(=S)NC1c1ccc(OCC(=O)N2CCCCC2)cc1 (stereo not given)	-2.5	-12	-9	-7	5	0.0	-1	1
O=C(NC1=NCCS1)c1ccccc1OCc1ccc(F)cc1	-3.8	3	12	·	6	0.0	-2	·
Cc1cc(NC(=O)CSc2nc3sc4c(c3c(=O)n2C)CCCC4)no1	·	·	152*	-6	1	·	·	1
CN1C(=O)c2cc(NC(=O)c3cscn3)ccc2OC[C@H]2O[C@H](CC(=O)N3CCOCC3)CC[C@H]21	0.9	-8	5	0	-6	0.0	0	-1
CC(N)c1csc(Nc2cc(Oc3ccccc3)ncn2)n1 (stereo not given)	-0.8	-4	·	11	·	0.0	0	-3
C[C@@H]1CCCCO[C@H](CN(C)C(=O)NC2CCCCC2)[C@H](C)CN([C@@H](C)CO)C(=O)c2cc(NC(=O)NC3CCCCC3)ccc2O1	2.6	-20	-15	-1	-7	0.3	-1	2

Screens deposited in PubChem by Broad Institute.

Rows are unselected. Share with any hit: about 3.3%.
